Screening results: PubChem BioAssay, Broad Institute
CD40 NFkB inh = CD40 pathway inhibition in BL2 cells | BL2 NF-kB luciferase reporter, CD40L-induced, 4 h | hit rate 0.94% among 83,000 | AID 1053188 | inhibition, % at 10 µM;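 active means mean inhibition of at least 50% with a set share of replicates also reaching that level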;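 further: 0% = neutral control wells and 100% = IKK inhibitor VII at 50 µM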
* hit, by the source's call; & = joins results of further samples; [ ] = another dose, or the depositor's remark.

SMILES	CD40 NFkB inh
Cc1ccc(CS(=O)(=O)CCC(=O)NC2CC2)cc1	14
COC(=O)N(C)C[C@H]1OCc2ccccc2-c2c(n(C)c3ccccc23)C(=O)N([C@@H](C)CO)C[C@H]1C	-7
O=C(CCCOc1ccccc1)N1CCN(C(=O)c2ccco2)CC1	-21
O=C(CN1CCOCC1)N[C@H]1CC[C@H](CCn2cc(C3CC3)nn2)O[C@H]1CO	-8[25 µM]
O=C(CNCc1ccco1)Nc1ccc(N2CCCCCC2)cc1	4
Cc1cnc(C(=O)OCC(=O)Nc2sc3c(c2C(N)=O)CCCC3)cn1	8
CCc1cc(C(=O)OC)c(NC(=O)CCCC(=O)O)s1	3
CCCOc1ccc(C(=O)Nc2cc(S(=O)(=O)N3CCOCC3)ccc2N2CCOCC2)cc1	-1
COc1ccc(C)c(NC(=O)NCCc2cnc[nH]2)c1	-1
CC1CC(C)CN(C(=O)COC(=O)c2ccc3ncsc3c2)C1 (configuration not stated)	-9
O=C(CN1C(=O)c2cccc([N+](=O)[O-])c2C1=O)OCC(=O)N1CCCCC1	61*
COc1cccc(-c2ccc3c(c2)O[C@@H](CN(C)Cc2cccnc2)[C@@H](C)CN([C@H](C)CO)S3(=O)=O)c1	-4[25 µM]
Cc1noc(C)c1S(=O)(=O)N1CCC(C(=O)NC2CCCc3ccccc32)CC1 (configuration not stated)	5
O=C(C1CC1)N1C[C@@H]2[C@H](c3ccccc31)[C@H](CO)N2C(=O)c1ccccc1F	0
Cc1cccc(C)c1NC(=O)CNC(=O)c1c(C)nn(-c2ccccc2)c1C	-16
CCCS(=O)(=O)N1CCN(C(=O)c2cccnc2)CC1	8
COc1ccc(C(=O)NCc2ccccc2CN2CCCC2)cc1S(=O)(=O)N1CCOCC1	2
CC(=O)Oc1ccc(C(=O)Nc2ccc(C3(C#N)CCCC3)cc2)cc1	-55
O=C(N/N=C/c1ccc(OCC(=O)N2CCCCC2)cc1)c1ccccc1O	-37
COc1ccc(C(C)(C)C)cc1NC(=O)CSc1ncn[nH]1	10
CCC(=O)Nc1nnc(-c2ccccn2)o1	-4
O=C(Nc1ccc2c(c1)[C@H]1C[C@@H](CC(=O)N3CCOCC3)O[C@H](CO)[C@H]1O2)NC1CCCCC1	1
C[C@@H]1CN([C@@H](C)CO)C(=O)c2ccccc2-c2ccccc2CO[C@@H]1CN(C)C(=O)c1ccccc1	-14
COc1cc(OC)cc(C(=O)N[C@H](C(=O)OCC(=O)N2CCc3ccccc32)C(C)C)c1	6

Some of the entries so far, as labelled records:
O=C(C1CC1)N1C[C@@H]2[C@H](c3ccccc31)[C@H](CO)N2C(=O)c1ccccc1F
  CD40 NFkB inh = 0
Cc1cccc(C)c1NC(=O)CNC(=O)c1c(C)nn(-c2ccccc2)c1C
  CD40 NFkB inh = -16
CCCS(=O)(=O)N1CCN(C(=O)c2cccnc2)CC1
  CD40 NFkB inh = 8
COc1ccc(C(=O)NCc2ccccc2CN2CCCC2)cc1S(=O)(=O)N1CCOCC1
  CD40 NFkB inh = 2

Continuation:
SMILES	CD40 NFkB inh
NC(=S)NN=C1c2ccccc2-c2cc(Br)ccc21	-45
CCCNC(=O)[C@H]1[C@H](CO)[C@H]2Cn3c(ccc(C4=CCCC4)c3=O)[C@@H]1N2C(=O)C1CC1	-15[25 µM]
Oc1c(Cl)cc(Cl)c2c1NCCC2	27
Cc1ccccc1C(=O)NCC(=O)OC1CCCCC1=O (configuration not stated)	-7
COc1cccc(C#Cc2ccc3c(c2)[C@@H]2[C@@H](CCN2C(=O)c2ccccc2F)[C@H](CO)N3)c1	8[25 µM]
O=C(NCCc1ccccc1)C1CCN(C(=O)N2CCOc3ccccc32)CC1	-6
O=C(CNS(=O)(=O)c1ccccc1F)Nc1ccc(N2CCOCC2)cc1	-1
CCC(=O)c1ccc(OCC(=O)N(Cc2nnc(-c3ccccc3Cl)o2)C2CC2)cc1	-2
O=C(C[C@H]1C=C[C@H](NS(=O)(=O)c2ccccc2)[C@H](CO)O1)NCCN1CCCCC1	1[25 µM]
O=C(c1noc2c1CCCC2)N1CCCCC1	-2
Cc1cc(-c2nc3ccccc3s2)ccc1N	56*
Nc1nc(N)nc(-c2cccc(Br)c2)n1	-55

Among those listed so far, two have a Cl atom.
SMILES	CD40 NFkB inh
Oc1c(Cl)cc(Cl)c2c1NCCC2	27
CCC(=O)c1ccc(OCC(=O)N(Cc2nnc(-c3ccccc3Cl)o2)C2CC2)cc1	-2

Continuation.
SMILES	CD40 NFkB inh
N#C[C@@H]1[C@H](c2ccc(-c3cccc(F)c3)cc2)[C@H](CO)N1C(=O)c1cccnc1	9
COc1cc(/C=C/C(=O)Nc2ccc(S(=O)(=O)Nc3onc(C)c3C)cc2)cc(OC)c1OC	8
O=C(Nc1ccc(-c2nnc3n2CCCCC3)cc1)c1cc2ccccc2o1	7
CC1CC(C(F)F)n2nc(C(=O)O)cc2N1 (configuration not stated)	4
CCn1cc([N+](=O)[O-])nc1C	17
COC(=O)C1=C(C)N=C2SCCC(=O)N2C1c1cccs1 (configuration not stated)	21
O=C(CN1CCCCC1)n1c2ccccc2c2ccccc21	-22
O=C(Cn1nnc2ccccc2c1=O)N[C@@H](Cc1c[nH]c2ccccc12)C(=O)O	9
COc1ccc(CNC(=O)N(C)C[C@H]2OCc3ccccc3-c3c(n(C)c4ccccc34)C(=O)N([C@@H](C)CO)C[C@H]2C)cc1	29[25 µM]
COc1ccc(CCNC(=O)CN2C(=O)NC3(CCCCC3C)C2=O)cc1 (configuration not stated)	-8
COc1ccc2nc(-c3ccco3)c(-c3ccco3)nc2c1	-82
CC1CCC(NC(=O)c2cc3c(s2)CCCC3)CC1 (configuration not stated)	-81
CCN(CC)c1ccc(/C=N/OCC(=O)N2CCCc3ccccc32)cc1	13
COc1ccc2c3c([nH]c2c1)[C@@H](CO)N(CC1CC1)CC31CCN(C(=O)Nc2cccc(F)c2)CC1	-16[25 µM]
COc1ccc(O)c(-c2cc(-c3cccs3)[nH]n2)c1	-101
O=C(NCc1ccc(F)cc1)[C@H]1[C@H](CO)[C@H]2Cn3c(cccc3=O)[C@@H]1N2Cc1cccnc1	4[25 µM]
O=C(c1ccc(COc2ccccc2[N+](=O)[O-])o1)N1CCCCC1	-44
O=C(Nc1ccccn1)C(NS(=O)(=O)c1cccc2nsnc12)c1ccccc1 (configuration not stated)	7
O=C(OCc1cccc([N+](=O)[O-])c1)c1ccncc1	4
C[C@H]1CN([C@@H](C)CO)C(=O)c2cc(C#CC3(O)CCCC3)cnc2O[C@@H]1CN(C)S(=O)(=O)c1cccc(F)c1	-1[25 µM]
COc1ccc(CNC(=O)COC(=O)c2ccc3c(c2)OCCO3)cc1	7
COc1ccc(-c2ccc([C@H]3[C@H](CO)N4C(=O)CN(C(=O)C5CC5)C[C@@H]34)cc2)cc1	-13[25 µM]
C[C@@H](NC(=O)[C@@H]1[C@@H](CO)[C@@H]2Cn3c(cccc3=O)[C@@H]2N1Cc1cccnc1)c1ccccc1	4[25 µM]
CCn1c2ccccc2c2cc(CN3CCN(S(=O)(=O)Cc4ccccc4)CC3)ccc21	-4

Look-ups from the list:
Entry for COc1cc(OC)cc(C(=O)N[C@H](C(=O)OCC(=O)N2CCc3ccccc32)C(C)C)c1 in CD40 NFkB inh: 6
Entry for NC(=S)NN=C1c2ccccc2-c2cc(Br)ccc21 in CD40 NFkB inh: -45

5 entries from above, as a markdown table:
| mol | CD40 NFkB inh |
| --- | --- |
| O=C(CNS(=O)(=O)c1ccccc1F)Nc1ccc(N2CCOCC2)cc1 | -1 |
| CCN(CC)c1ccc(/C=N/OCC(=O)N2CCCc3ccccc32)cc1 | 13 |
| COc1ccc(O)c(-c2cc(-c3cccs3)[nH]n2)c1 | -101 |
| COc1cc(/C=C/C(=O)Nc2ccc(S(=O)(=O)Nc3onc(C)c3C)cc2)cc(OC)c1OC | 8 |
| COc1ccc(C(C)(C)C)cc1NC(=O)CSc1ncn[nH]1 | 10 |

(listing goes on)
SMILES	CD40 NFkB inh
OCCN1CCN(c2ncnc3c2ncn3[C@H]2CN(Cc3ccc4c(c3)OCO4)C[C@@H](CO)O2)CC1	7
CSc1nc2cc(Oc3cccc(Cl)c3Cl)c(Cl)cc2[nH]1	6
CCCn1c(SCC(=O)N(C)C2CCCCC2)n[nH]c1=O	5
CCOC(=O)CN[C@H]1CCC2C3CC=C4C[C@@H](O)CC[C@]4(C)C3CC[C@@]21C (some centres not stated)	15
CCN1CCN(c2nc3c(c(=O)[nH]c(=O)n3C)n2CCCSc2ncccn2)CC1	9
O=C(CCCO)c1ccc2c(c1)OCCO2	11
COc1ccc(CCNC(=O)c2csc3c2CCCC3)cc1OC	1
Cc1ccc(OCCC(=O)OCC(=O)N2c3ccccc3NC(=O)C2(C)C)cc1	9
COC(=O)c1c(NC(=O)C2CC=CCC2C(=O)O)sc2c1CCCCC2 (configuration not stated)	3
CC(=O)NC[C@H]1[C@@H](c2ccc(C#CC(C)(C)O)cc2)[C@@H](CO)N1C(=O)CC1CC1	-10[25 µM]
CCN1CCN(CCOc2cccc(Cl)c2Cl)CC1	-3
O=C1Nc2ccc(S(=O)(=O)N3CCCCCC3)c3cccc1c23	4
O=C(Nc1ccc(OC(=O)c2cccs2)cc1)c1ccco1	-33
O=C(CCn1ccc2cc(S(=O)(=O)N3CCCC3)ccc21)NCCc1ccccc1	5
COc1ccc([N+](=O)[O-])cc1NC(=O)C(C)OC(=O)Cn1[nH]c(=O)c2ccccc2c1=O (configuration not stated)	10
Cc1nc2ccc(NC(=O)c3nn(C(C)C)c(=O)c4ccccc34)cc2s1	-10
CC(C)Oc1ccc(C(=O)NCC(=O)O)cc1	11
O=C(O)c1cc(-c2cccs2)nn1-c1ccc(F)cc1	9
COc1ccc(OCCOc2ccc(C)nc2[N+](=O)[O-])cc1	-65
O=C(CSc1ccc2c(c1)OCCO2)Nc1ncccc1O	-10
CCN(CC(=O)Nc1ccccc1OC)C(=O)/C=C/c1cccs1	-10
Cc1ccnc(NC(=O)c2cc(-c3ccc(Cl)s3)nc3ccccc23)c1	-6
c1ccc(-c2noc(C3CCC3)n2)nc1	2
CCC(C)NC(=O)CN(c1cc(C)ccc1OC)S(C)(=O)=O (configuration not stated)	8
CN(C)CC(=O)N1[C@H](CO)[C@@H](c2ccc(C#CC3CCCCC3)cc2)[C@@H]1C#N	8[25 µM]
COC(=O)C1C(c2ccccc2)C(C(=O)N2CCOCC2)C1c1ccccc1 (configuration not stated)	16
C[C@H](CO)N1C[C@H](C)[C@@H](CN(C)C(=O)Nc2ccc3c(c2)OCO3)OCc2ccccc2-c2c(n(C)c3ccccc23)C1=O	-18[25 µM]
O=C1CC(NS(=O)(=O)c2cc(F)ccc2F)CN1c1ccc2c(c1)OCCO2 (configuration not stated)	8
C[C@@H](NC(=O)C[C@H]1C[C@H]2c3cc(NC(=O)c4ccc5c(c4)OCO5)ccc3O[C@H]2[C@@H](CO)O1)c1ccccc1	5[25 µM]
CCN(CC)S(=O)(=O)c1cc(C(=O)OC)ccc1Cl	6
Cc1noc(C)c1S(=O)(=O)N1CCC(C(=O)N2CCC(C)CC2)CC1	0
CCOC(=O)C1(Cc2ccccc2C)CCCN(C(=O)c2ccccn2)C1 (configuration not stated)	-13
COc1ccccc1CC(=O)Nc1sc2c(c1C(N)=O)CCCC2	-1
C[C@@H]1CN([C@@H](C)CO)C(=O)CCCn2nncc2CO[C@@H]1CN(C)S(=O)(=O)c1cn(C)cn1	4[25 µM]
COc1cccc(COC(=O)c2cc(=O)[nH]c3ccc(S(=O)(=O)N4CCOCC4)cc23)c1OC	-1
Cc1onc(-c2ccccc2)c1C(=O)NCC1COc2ccccc2O1 (configuration not stated)	6
Cc1cc2cc(CNC(=O)C3CCCC3)ccc2n1C	-42
O=C1Nc2ccccc2N(O)N1c1ccc(S(=O)(=O)Nc2ccccn2)cc1	13
C[C@H](CO)N1C[C@H](C)[C@H](CN(C)C(=O)Nc2ccc3c(c2)OCO3)OCc2cnnn2CCCC1=O	-9
CC=Cc1ccc2n(c1=O)C[C@H]1[C@H](CO)[C@@H](C(=O)N(C)C)N(CC3CCCC3)[C@@H]21 (mixture of isomers)	-9
CN1c2ccccc2Oc2nnc(N3CCN(Cc4ccccc4)CC3)cc21	-77
C[C@H](NC(=O)C[C@@H]1C=C[C@@H](NS(=O)(=O)c2cccc(F)c2)[C@@H](CO)O1)c1ccccc1	3[25 µM]
O=C(COC(=O)c1cc(-c2ccccc2)nc2ccccc12)NC1CC1	-4
COc1ccc(NC2c3ncccc3C(=O)N2Cc2ccccc2)c(OC)c1 (configuration not stated)	15&-4
O=C(Nc1cccc(Cl)c1)N1C[C@H]2[C@@H](c3ccccc31)[C@H](CO)N2C(=O)c1ccncc1	-7[25 µM]
O=C(NCc1cccc(Cl)c1)c1ccc(-c2csnn2)cc1	1
O=C(C1CCCC1)N1C[C@@H]2N[C@H](C1)C2c1ccc(-c2cncnc2)cc1 (some centres not stated)	4&-6
CCS(=O)(=O)Nc1ccc2c(c1)C(=O)N(C)[C@@H]1CC[C@H](CC(=O)NCc3ccc(OC)cc3)O[C@H]1CO2	-2[25 µM]
C[C@@H]1CN([C@@H](C)CO)C(=O)CCCn2nncc2CO[C@@H]1CN(C)C(=O)NC1CCCC1	2[25 µM]
CCOC(=O)c1cccc(NC(=O)N[C@@H](C)C(=O)OC)c1	5
COc1ccc2c(c1)c(C(=O)CN1CCC3(CC1)OCCO3)c(C)n2C	-1
CCCCn1c(N)c(N(CC(C)C)C(=O)c2cc(-c3ccc(F)cc3)nc3ccccc23)c(=O)[nH]c1=O	16
O=C(NC1CCN(Cc2ccccc2)CC1)c1cn(-c2ccccc2)nc1-c1cccnc1	47
CC(=O)c1ccc(S(=O)(=O)Nc2ccc(C(=O)N3CCC3)cc2)cc1	7
Cc1cc(NC(=O)COc2ccc3ccccc3c2)no1	-23
O=C(Nc1scc(-c2ccccc2)c1C(=O)O)c1ccc(F)cc1	-33

Only part of the results is shown (hit frequency here may not be typical).
